# Vif-APOBEC3F blk – qHTS for Inhibitors of Vif-A3F Interactions: qHTS; HeLa A3F-eYFP + Vif (tagged APOBEC3F with the HIV-1 protein that degrades it), YFP fluorescence increase; Potency, µM (highest dose often 46.1 µM), inactives show at the top dose activity, negative = active; actives 0.2% (n = 390,000); AID 602313, 2012; also: potency is read from the fitted curve at half-maximal effect; % of control where 0% means no effect; nearly all actives have a fitted effect of over 65% in size
#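 HeLa cells stably expressing Vif plus C-terminally eYFP-tagged A3F were seeded, incubated overnight at 37 deg C, dosed with compound, incubated overnight again at 37 deg C. Yellow fluorescence (Ex 488/Em 500-530) reported blocked Vif-mediated A3F-eYFP degradation.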
# LDHA block – qHTS assay for inhibitors of human lactate dehydrogenase; activity change, % (values are at about 110 or 230 µM); purified LDHA, NADH/diaphorase-resazurin fluorescence; stronger effect = lower value; actives 0.15% (n = 480,000); L-lactate dehydrogenase A chain (Homo sapiens), P00338; AID 1347041, 2019; in the data active = activity change below about -30%;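 also: plate controls were DMSO wells for no effect and wells without enzyme for full effect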
#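 Resorufin fluorescence (ex540/em590), read at 0 and 20 min after diaphorase/resazurin addition, reports the NADH left after a 5 min room-temperature reaction of 2 nM human LDH5 with 0.06 mM NADH and 0.2 mM pyruvate.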
# D1 antag – Antagonist of Human D 1 Dopamine Receptor: qHTS. D(1A) dopamine receptor (Homo sapiens), P21728. HEK293 TREx D1 cells, calcium flux, dopamine EC80; stronger effect = lower value. activity change, negative = inhibition, % at 10 µM. actives 3.2% (n = 360,000). AID 504652, 2011; in the data active = activity change below about -30%; also: % is scaled to controls: 0 for no effect and ±100 for the full control effect
#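 Tetracycline-induced HEK293 Trex D1 cells, force-coupled to calcium, dye-loaded; compounds added and read 180 s, then EC80 dopamine added and calcium flux tracked kinetically another 180 s.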
# Glioma ERSR ind – qHTS for Inducers of the Endoplasmic Reticulum Stress Response (ERSR) in Human Glioma: qHTS. actives 0.02% (n = 420,000). U87-MG GRP78 promoter luciferase reporter, 16 h. AID 602332, 2012. Potency, µM, for the others: at the highest dose activation, hits mostly activators; also: potency is read from the fitted curve at half-maximal effect; series mostly up to about 76 µM; % of control where 0% means no effect; nearly all actives have a fitted effect of over 35% in size
#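 ERSR induction read as luciferase luminescence (Bright-Glo, 10 min at room temperature) in stably transfected human U87-MG glioma cells exposed to compounds for 16 h, using GRP78 as sensor.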
# Vif-APOBEC3G blk – qHTS for Inhibitors of Vif-A3G Interactions: qHTS | DNA dC->dU-editing enzyme APOBEC-3G (Homo sapiens), Q9HC16 | HeLa A3G-eYFP + Vif (tagged APOBEC3G with the HIV-1 protein that degrades it), YFP fluorescence, overnight | Potency, µM (series often up to 46.1 µM), for the others: at the highest dose activity, negative = active, actives largely listed as inhibitors | actives 0.076% (n = 410,000);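 also: potency is read from the fitted curve at half-maximal effect; % is scaled to controls: 0 for no effect and ±100 for the full control effect; nearly all actives have a fitted effect of over 60% in size; hits raise eYFP signal because A3G escapes Vif-driven loss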
# Target sequence (Q9HC16 whole entry, looked up): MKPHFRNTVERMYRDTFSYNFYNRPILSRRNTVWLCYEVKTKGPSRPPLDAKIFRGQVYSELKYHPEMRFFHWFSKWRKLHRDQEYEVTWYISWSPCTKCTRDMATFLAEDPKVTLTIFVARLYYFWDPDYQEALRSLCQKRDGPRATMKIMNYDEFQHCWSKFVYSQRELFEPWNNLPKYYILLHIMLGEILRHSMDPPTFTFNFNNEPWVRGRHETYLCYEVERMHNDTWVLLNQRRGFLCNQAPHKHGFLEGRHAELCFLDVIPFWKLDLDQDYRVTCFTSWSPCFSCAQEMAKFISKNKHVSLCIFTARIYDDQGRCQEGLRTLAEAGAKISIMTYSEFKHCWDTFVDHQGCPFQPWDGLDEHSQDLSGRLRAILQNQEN
#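 Read-out is eYFP fluorescence (Ex 488/Em 500-530) from Vif-expressing HeLa A3G-eYFP cells; more signal means A3G escaped Vif-mediated degradation. Cells plated overnight, compound pinned in, incubated overnight at 37 deg C.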
# D1 potentiator – Potentiators of Human D1 Dopamine Receptor: qHTS; HEK293 TREx D1 cells, calcium flux, dopamine EC20 potentiation; D(1A) dopamine receptor (Homo sapiens), P21728; potentiation, % at 10 µM; actives 0.036% (n = 360,000); AID 504651, 2011; in the data active = potentiation above about 30%; also: 0% is about no effect
# RXFP1 agonist – qHTS Assay for Agonists of the Relaxin Receptor RXFP1; Relaxin receptor 1 (Homo sapiens), Q9HBX9; HEK293T-RXFP1 cAMP TR-FRET, 30 min; response scale: percent of porcine relaxin response, buffer zero; Potency, µM (highest dose often 57.5 µM), without a hit: top-dose activation, actives largely listed as activators; actives 0.3% (n = 370,000); also: potency is read from the fitted curve at half-maximal effect; % is scaled to controls: 0 for no effect and ±100 for the full control effect; nearly all actives have a fitted effect of over 60% in size; many of its hits are not listed in these tables
#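 HEK293 cells stably expressing RXFP1, treated 30 min at 37C with compounds plus PDE4 inhibitor Ro 20174; cAMP measured by HTRF TR-FRET. Normalized to buffer and 29 nM porcine relaxin; EC50 by Hill fit.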
# D1 agonist – Allosteric Agonists of the Human D1 Dopamine Receptor: qHTS; D(1A) dopamine receptor (Homo sapiens), P21728; HEK293 T-REx D1 cells, calcium flux, agonist mode; actives 1% (n = 360,000); activation, % at 2 µM; in the data active = activation above about 30%; also: 0% is about no effect
#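 Inducible HEK293 T-REx D1 cells, force-coupled to calcium signalling, were plated at 4000 cells/well with tetracycline and held overnight at 30 C. After no-wash calcium dye loading, compound-evoked calcium rise over 180 s flagged agonists.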
# D2 PAM – HTS Assay for Positive Allosteric Modulators of the Human D2 Dopamine Receptor: Primary Screen for Potentiators; D(2) dopamine receptor (Homo sapiens), P14416; HEK293 T-REx D2, calcium flux, EC20 dopamine potentiation; potentiation, % at 10 µM; actives 0.34% (n = 340,000); AID 485347, 2010;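 active = potentiation over 3 SD above the plate norm, cut at about 30% in these data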; also: 0% is about no effect
# Target sequence (P14416 whole entry, looked up): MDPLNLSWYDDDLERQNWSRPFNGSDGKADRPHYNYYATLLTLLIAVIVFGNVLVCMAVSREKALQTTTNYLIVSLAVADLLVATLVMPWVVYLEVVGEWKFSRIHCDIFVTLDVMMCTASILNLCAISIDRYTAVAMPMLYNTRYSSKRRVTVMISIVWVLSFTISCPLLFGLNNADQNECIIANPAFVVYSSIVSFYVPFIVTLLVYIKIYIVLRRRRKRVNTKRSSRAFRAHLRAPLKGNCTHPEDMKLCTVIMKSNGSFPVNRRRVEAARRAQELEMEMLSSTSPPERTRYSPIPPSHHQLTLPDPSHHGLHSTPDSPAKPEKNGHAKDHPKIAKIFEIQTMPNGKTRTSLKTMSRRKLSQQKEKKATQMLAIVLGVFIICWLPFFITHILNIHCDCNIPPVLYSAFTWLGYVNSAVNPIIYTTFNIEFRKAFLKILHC
#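 Primary screen. Calcium kinetics in induced HEK293 T-REx D2 cells: compound pre-addition 180 s, EC20 dopamine, 180 s more.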
# An asterisk follows results filed as active; x = not tested or not shown. Unless noted, calls follow the shape of the dose curve; as a rule, active = well fitted curve in the direction sought with a large enough effect; inconclusive = small, poorly fitted or top-dose-only effect, or another doubt; inactive = no such curve, though single readings can be large; an effect the other way counts as inactive or inconclusive.
(1) CCOCCn1c(=O)c2c(nc3n2CCCN3CCc2ccccc2)n(C)c1=O
(2) Cc1ccc(N(C)S(=O)(=O)c2c(C)[nH]c(C)c2C(=O)N2CCCC2)cc1
(3) CCCCNC(=S)NNC(=O)c1ccncc1
(4) CCc1ccccc1NC(=O)CN1C(=O)C2CCCN2c2ccc(S(=O)(=O)N(CC)CC)cc21 (configuration not stated)
(5) O=C(Nc1ccccc1)c1ccc(-c2ccc([N+](=O)[O-])cc2)o1
(6) O=C(CCc1ccccc1)NNC(=O)c1ccc(F)cc1
(7) CC(C)(C)S(=O)(=O)c1ccc(S(=O)(=O)C(C)(C)C)s1
(8) Cc1cc(C)cc(NC(=O)CCCSc2nc3ccccc3[nH]2)c1

screen / no.	1	2	3	4	5	6	7	8
Vif-APOBEC3F blk	-4%	0%	1%	-2%	-17%	8%	x	-1%
LDHA block	-1	1	-5	8	-3	-7	x	1
D1 antag	1	6	-14	8	-23	-14	2	-10
Glioma ERSR ind	2%	-6%	-1%	-2%	8%	0%	x	-1%
Vif-APOBEC3G blk	1%	1%	-5%	-2%	0%	0%	x	0%
D1 potentiator	-7	3	-2	-3	x	-2	-4	-1
RXFP1 agonist	-2.5%	-0.1%	0.5%	8.4%	1.7%	0.3%	0.7%	0.8%
D1 agonist	3	1	2	5	3	0	6	5
D2 PAM	10	-6	10	-2	x	7	-1	-22

(9) CC(C)(C)n1nnnc1CN1C2CCC1CC(NC(=O)Nc1ccccc1)C2 (configuration not stated)
(10) Cc1cc(C)c(S(=O)(=O)c2ccccc2)c(OC(=O)c2c(F)cccc2Cl)n1
(11) O=C(c1cc(-c2ccccc2Cl)nc2ccc(Br)cc12)N1CCN(c2ccccn2)CC1
(12) CN(C)S(=O)(=O)c1ccc(Cl)c(NC(=O)CSc2nc3ccccc3c(=O)n2CCCN2CCOCC2)c1
(13) CCN(C(=O)C1CCCN1S(=O)(=O)c1cccc2nsnc12)c1ccccc1 (configuration not stated)
(14) CC(=O)N1CCSc2ccc(S(=O)(=O)Nc3ccc(C)cc3)cc21
(15) COc1cccc(C(=O)NC(=O)Nc2cc(C)[nH]n2)c1
(16) CCN(C(=O)COC(=O)c1cccnc1Nc1ccccc1F)C1CCS(=O)(=O)C1 (configuration not stated)

screen / no.	9	10	11	12	13	14	15	16
Vif-APOBEC3F blk	3%	0%	1%	4%	-8%	-11%	12%	-1%
LDHA block	-1	-58*	0	-1	-2	-8	-1	-1
D1 antag	-3	-13	x	2	-4	-14	-13	10
Glioma ERSR ind	-2%	-6%	-9%	-5%	0%	-4%	-6%	2%
Vif-APOBEC3G blk	-4%	1%	-4%	1%	-2%	-1%	1%	1%
D1 potentiator	0	2	x	-2	-7	1	-2	0
RXFP1 agonist	1.0%	2.0%	x	2.4%	7.6%	2.3%	-0.3%	-0.8%
D1 agonist	0	3	x	0	2	10	1	2
D2 PAM	-6	3	x	-33	12	-9	-1	4

(17) COc1ccc(C2NC(=O)NC(C)=C2[N+](=O)[O-])cc1OC (configuration not stated)
(18) Cc1oc(-c2ccccc2F)nc1CSCC(=O)NCCc1ccccc1
(19) CCN1CCN(c2cc(C)c3cc(NC(=S)N4CCN(c5ccc(F)cc5)CC4)ccc3n2)CC1
(20) Nc1ncnc2c1ncn2[C@@H]1O[C@H](CNCc2cn(CC(=O)NC3CC3)c3ccccc23)[C@@H](O)[C@H]1O
(21) COc1cccc(NC(=O)CN(C)C(=O)c2ccc(COc3ccccc3)o2)c1
(22) Cc1cc(OCc2nc(-c3ccc(NC(=O)c4cccnc4)cc3)no2)ccc1Cl
(23) CCn1c(SC)nc2cc(S(=O)(=O)N3CCCCC3)ccc21
(24) Cc1nn(-c2cccc([N+](=O)[O-])c2)c(N)c1-c1ccccc1

screen / no.	17	18	19	20	21	22	23	24
Vif-APOBEC3F blk	-2%	1%	-5%	2%	0%	13%	0%	8%
LDHA block	-2	0	-3	-4	1	2	2	-18
D1 antag	0	-13	1	x	-8	x	-1	-13
Glioma ERSR ind	-2%	-3%	-1%	-2%	0%	-4%	-6%	9%
Vif-APOBEC3G blk	4%	2%	2%	0%	0%	1%	-10%	0%
D1 potentiator	2	0	0	x	-5	x	-2	-4
RXFP1 agonist	0.1%	-1.2%	-0.8%	x	1.5%	0.8%	1.3%	0.2%
D1 agonist	0	11	3	x	1	x	1	0
D2 PAM	-1	10	-9	x	-12	x	-3	0

# Quoted at random: 4 entries already listed.
(20) Nc1ncnc2c1ncn2[C@@H]1O[C@H](CNCc2cn(CC(=O)NC3CC3)c3ccccc23)[C@@H](O)[C@H]1O
(19) CCN1CCN(c2cc(C)c3cc(NC(=S)N4CCN(c5ccc(F)cc5)CC4)ccc3n2)CC1
(22) Cc1cc(OCc2nc(-c3ccc(NC(=O)c4cccnc4)cc3)no2)ccc1Cl
(4) CCc1ccccc1NC(=O)CN1C(=O)C2CCCN2c2ccc(S(=O)(=O)N(CC)CC)cc21 (configuration not stated)

screen / no.	20	19	22	4
Vif-APOBEC3F blk	2%	-5%	13%	-2%
LDHA block	-4	-3	2	8
D1 antag	x	1	x	8
Glioma ERSR ind	-2%	-1%	-4%	-2%
Vif-APOBEC3G blk	0%	2%	1%	-2%
D1 potentiator	x	0	x	-3
RXFP1 agonist	x	-0.8%	0.8%	8.4%
D1 agonist	x	3	x	5
D2 PAM	x	-9	x	-2

# Remaining list, next part:
(25) Cn1c(Cl)cnc1C1CC(=O)c2cc(Cl)ccc2O1 (configuration not stated)
(26) Cc1ccc(S(=O)(=O)N2CCCCC2)cc1NC(=O)CSCC(=O)O
(27) COc1ccccc1NS(=O)(=O)c1cc(NC(=O)Cn2cnc3c2c(=O)n(C)c(=O)n3C)ccc1C
(28) O=[N+]([O-])c1cc2c(c([N+](=O)[O-])c1)Nc1ccccc1O2
(29) Cc1ccc(-c2nc(NC(=O)c3nn(C)cc3[N+](=O)[O-])sc2C)cc1
(30) CCOC(=O)N1CCc2c(sc(NCc3ccc(OCC)cc3)c2C(=O)Nc2ccc(OC)cc2OC)C1
(31) Cc1cc(N2CCN(Cc3ccccc3)CC2)n2nc(C)c(-c3ccccc3)c2n1
(32) O=C(CSc1nnnn1-c1ccccc1)Nc1ccc(N2CCOCC2)cc1

screen / no.	25	26	27	28	29	30	31	32
Vif-APOBEC3F blk	6%	-5%	4%	-10%	4%	x	-1%	15%
LDHA block	-4	-3	-4	-3	-9	7	-5	-8
D1 antag	-9	6	12	x	-17	0	6	9
Glioma ERSR ind	-13%	-4%	0%	-5%	-12%	x	-6%	-2%
Vif-APOBEC3G blk	-11%	-5%	0%	-17%	-26%	x	-1%	-1%
D1 potentiator	-2	-7	0	x	-8	0	1	-2
RXFP1 agonist	2.4%	1.2%	11%	x	0.8%	1.6%	1.0%	3.5%
D1 agonist	2	5	5	x	-3	4	4	2
D2 PAM	-6	11	18	x	-5	11	-12	-4

(33) COCC(=O)N1CCC(Oc2ccc(C(=O)NCCCC3CCCC3)cc2)CC1
(34) Cc1c(C(=O)N2CCN(C)CC2)oc2ccc(S(=O)(=O)N3CCOCC3)cc12
(35) Cn1c(SCC(=O)NCCc2ccccc2)nnc1-c1ccco1
(36) COc1cc(OC)c(OC)cc1CNC(=O)c1cc(=O)[nH]c2ccccc12
(37) CCn1c(=O)c2sccc2n2c(CCC(=O)N3CCN(c4ccccc4OC)CC3)nnc12
(38) Cc1cccc(NC(=O)c2ccc([N+](=O)[O-])cc2Cl)n1
(39) COc1ccc(S(=O)(=O)N2CCC(C(=O)NCC(=O)Nc3c(C)cccc3C)CC2)cc1OC
(40) C/C(Cl)=C/Cn1c(SC(C)C)nc2c1c(=O)[nH]c(=O)n2C

screen / no.	33	34	35	36	37	38	39	40
Vif-APOBEC3F blk	3%	2%	x	8%	-14%	-5%	-1%	2%
LDHA block	-1	-1	1	3	-5	4	-7	0
D1 antag	2	17	36	-7	20	-7	x	0
Glioma ERSR ind	-4%	-3%	1%	-4%	-2%	-1%	-3%	-4%
Vif-APOBEC3G blk	3%	-2%	-3%	-1%	3%	3%	-5%	-1%
D1 potentiator	0	4	-2	-3	2	2	x	-5
RXFP1 agonist	3.1%	-1.5%	-3.0%	0.0%	11%	1.7%	x	-0.4%
D1 agonist	7	0	0	0	-1	0	x	2
D2 PAM	0	-10	-3	11	17	13	x	12

(41) COc1ccc(N(CC(=O)Nc2ccc(F)cc2)S(=O)(=O)c2ccccc2[N+](=O)[O-])c(OC)c1
(42) CC(C(=O)Nc1nc2ccccc2[nH]1)N1C(=O)C2CC=CCC2C1=O (configuration not stated)
(43) CCC(=O)NC(=S)Nc1ccc(NC(=O)CC)cc1
(44) CCOC(=O)c1c(C)[nH]c(C)c1C(=O)CSc1nncs1
(45) CN(C(=O)c1ccc(COc2ccccc2Cl)o1)c1ccccc1
(46) CC(=O)N1CCc2cc(S(=O)(=O)CCC(=O)N3CCc4ccccc4C3)ccc21
(47) O=C(CCCN1CCOC(c2ccccc2)C1)c1ccc(F)cc1 (configuration not stated)

screen / no.	41	42	43	44	45	46	47
Vif-APOBEC3F blk	4%	x	1%	-10%	-12%	2%	-6%
LDHA block	-3	-6	-5	-3	2	-2	-5
D1 antag	-22	-2	-4	-9	3	-8	-27
Glioma ERSR ind	-1%	-3%	3%	-3%	8%	-5%	-2%
Vif-APOBEC3G blk	-3%	0%	1%	-4%	0%	0%	3%
D1 potentiator	2	-4	-1	-7	-11	-5	-7
RXFP1 agonist	2.0%	-0.3%	0.6%	2.5%	0.1%	2.2%	1.2%
D1 agonist	6	1	2	1	7	1	1
D2 PAM	-7	-5	7	2	-9	2	-27

# A portion of the library; rates above refer to the full screens.
